L3MBTL1 inh: blocks human L3MBTL1; Q9Y468; AlphaScreen L3MBTL1–H3K9me1 peptide binding; Potency, µM (doses to about 57.1 µM), for the others: top-dose activity, negative = inhibition, actives largely listed as inhibitors; 230,000 tested, 0.66% active; AID 485360; also: % is scaled to controls: 0 for no effect and ±100 for the full control effect; nearly all actives have a fitted effect of over 60% in size
Target sequence (Q9Y468 whole entry, looked up): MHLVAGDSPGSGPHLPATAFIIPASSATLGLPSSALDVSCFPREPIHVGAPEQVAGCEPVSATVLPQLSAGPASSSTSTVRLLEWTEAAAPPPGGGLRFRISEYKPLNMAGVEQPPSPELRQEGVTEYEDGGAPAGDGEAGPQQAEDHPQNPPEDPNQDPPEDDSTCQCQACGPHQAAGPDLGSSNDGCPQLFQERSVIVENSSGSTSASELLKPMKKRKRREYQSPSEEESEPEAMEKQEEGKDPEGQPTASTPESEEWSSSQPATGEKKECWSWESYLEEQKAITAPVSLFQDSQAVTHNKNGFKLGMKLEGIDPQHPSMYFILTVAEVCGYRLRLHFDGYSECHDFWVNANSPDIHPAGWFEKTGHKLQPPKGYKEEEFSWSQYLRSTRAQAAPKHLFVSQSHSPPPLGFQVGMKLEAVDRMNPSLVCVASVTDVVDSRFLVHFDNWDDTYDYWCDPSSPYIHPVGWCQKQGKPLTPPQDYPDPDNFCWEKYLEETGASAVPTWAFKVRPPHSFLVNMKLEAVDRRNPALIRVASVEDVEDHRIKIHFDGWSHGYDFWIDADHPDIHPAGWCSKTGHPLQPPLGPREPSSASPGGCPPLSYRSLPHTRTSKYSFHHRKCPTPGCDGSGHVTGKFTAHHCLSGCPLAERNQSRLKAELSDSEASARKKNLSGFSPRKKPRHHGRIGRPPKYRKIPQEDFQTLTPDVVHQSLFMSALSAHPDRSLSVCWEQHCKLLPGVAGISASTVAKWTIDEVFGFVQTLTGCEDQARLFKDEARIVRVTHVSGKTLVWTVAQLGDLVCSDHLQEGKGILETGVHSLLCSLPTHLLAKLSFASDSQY
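AlphaScreen assay: L3MBTL1 (50 nM final) was preincubated 30 min at room temperature with biotinylated H3(1-15)K9me1 peptide (75 nM final), then 30 min with library compounds; streptavidin donor and nickel chelate acceptor beads (10 ug/mL final) added, 30 min dark.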
Tau fibril ThT: inhibitors of human tau fibril formation, thioflavin T binding | recombinant tau K18 P301L (four-repeat tau fragment), heparin-induced fibrillization, ThT fluorescence | Potency, µM (titrated, usually from 57.4 µM), without a hit: at the highest dose activity, negative = inhibition, actives largely listed as inhibitors | P10636 | AID 1460 | 270,000 tested, 2.1% active; also: % is scaled to controls: 0 for no effect and ±100 for the full control effect; nearly all actives have a fitted effect of over 55% in size
Target sequence (P10636 561-689 P618L limits assumed): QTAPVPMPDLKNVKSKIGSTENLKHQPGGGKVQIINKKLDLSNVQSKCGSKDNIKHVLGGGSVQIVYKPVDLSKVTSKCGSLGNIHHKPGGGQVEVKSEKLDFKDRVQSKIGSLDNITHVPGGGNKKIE
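Tau K18 P301L fragment (15 uM unlabeled plus 0.24 uM Alexa 594-labeled) in 100 mM sodium acetate pH 7 with compound, fibrillization induced by 20 uM heparin for 6 hr at 37 C. Thioflavin T (30 uM) added, fluorescence read after 1 hr (ex 450, em 510 nm).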
Lamin A splicing: modulators of lamin A splicing; AID 1487; HeLa LMNA splicing GFP/RFP minigene ratio, 48 h; Potency, µM (series often up to 46.1 µM), for inactives: at the top dose ratio change, negative = inhibition, hits mostly inhibitors; 200,000 tested, 0.01% active; active = well fitted inhibition curve with a large enough effect in the signal ratio, with a control signal flat, not every such curve was filed as active; inconclusive = small, poorly fitted or top-dose-only effect, or effect the other way, or a change in a side signal; the % refers to the signal ratio; also: % is scaled to controls: 0 for no effect and ±100 for the full control effect
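S3 HeLa cells stably expressing lamin A-EGFP splicing minigene plus DsRed2, 600 cells/well, 48 h compound exposure at 37C. Laser-scanning cytometry; analysed as GFP (500-530 nm)/RFP (575-640 nm) total intensity ratio; 0.5% DMSO vehicle.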
JMJD2E inh: JMJD2E (human) inhibition | B2RXH2 | JMJD2E catalytic domain, FDH-coupled NADH fluorescence (FDH is formaldehyde dehydrogenase) | Potency, µM (highest dose often 57.1 µM), without a hit: top-dose activity change, negative = inhibition, actives largely listed as inhibitors | 230,000 tested, 1.6% active; active = well fitted inhibition curve with a large enough effect, not every such curve was filed as active; inconclusive = small, poorly fitted or top-dose-only effect, or another doubt; inactive = no such curve, though single readings can be large or run the other way;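 also: 0% = wells with enzyme and -100% = buffer wells without enzyme; nearly all actives have a fitted effect of over 50% in size; many of its hits are not listed in these tables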
SMN2 splice up: enhancers of SMN2 splice variant expression; HEK293 SMN2-luciferase splicing reporter, luminescence, 30-36 h; Potency, µM (series often up to 46.1 µM), inactives show top-dose activity change, positive = activation, usual class: activators; 210,000 tested, 2.8% active; AID 1458; also: % of control where 0% means no effect; nearly all actives have a fitted effect of over 55% in size
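HEK293 cells carry an SMN2 […]–luciferase reporter in which exon 7 inclusion puts luciferase in frame. Cells were plated 10-12 h before compound addition, then incubated 30-36 h at 37C. ONE-Glo luminescence was read; sodium butyrate at 4.5 mM final served as control.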
ALDH1A1 inh: inhibitors of human aldehyde dehydrogenase 1A1. Purified ALDH1A1, NADH fluorescence, propionaldehyde substrate. 220,000 tested, 7.3% active. P00352. Potency, µM (doses to about 75.3 µM), for the others: at the top dose activity, negative = inhibition, actives largely listed as inhibitors; active = well fitted inhibition curve with a large enough effect, not every such curve was filed as active; inconclusive = small, poorly fitted or top-dose-only effect, or another doubt; inactive = no such curve, though single readings can be large or run the other way;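 also: plate controls were no enzyme wells and a reference inhibitor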
Luc counter: blocks Kinase-Glo luciferase, a counter-screen artifact. Potency, µM (highest dose often 38.3 µM), inactives show at the highest dose activity change, negative = inhibition, actives largely listed as inhibitors. Kinase-Glo luciferase, ATP luminescence, 8 min. Q27757. 200,000 tested, 0.28% active; also: % is scaled to controls: 0 for no effect and ±100 for the full control effect; nearly all actives have a fitted effect of over 60% in size
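Light output from Kinase-Glo luciferase with luciferin and 10 uM ATP in 50 mM imidazole pH 7.2, KCl, MgCl2, Tween 20, BSA; compound pin-delivered, 8-min ambient incubation, then luminescence read.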
RECQ1 inh: blocks DNA unwinding by human RECQ1; RECQ1 DNA unwinding, red fluorescence kinetic read; P46063; Potency, µM (highest dose often 57.3 µM), without a hit: at the top dose activity, negative = inhibition, actives largely listed as inhibitors; 240,000 tested, 0.54% active; AID 2549;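 also: plate controls were vehicle for no effect and no enzyme for full effect; nearly all actives have a fitted effect of over 30% in size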
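50 nM RECQ1T1 preincubated 15 min with compound in Tris pH 8.0 buffer with MgCl2, DTT, Tween-20 and 2.5 ug/ml poly(dI-dC); started with 200 nM TAMRA/BHQ-2 forked duplex and 2 mM ATP. Unwinding read as fluorescence (525/598 nm), two reads 2 h apart.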
Starred values were filed as active, the others as inactive; i = inactive; ? = inconclusive; · = not tested or not shown; [ ] = remark or other dose. Unless noted, calls follow the shape of the dose curve; as a rule, active = well fitted curve in the direction sought with a large enough effect; inconclusive = small, poorly fitted or top-dose-only effect, or another doubt; inactive = no such curve, though single readings can be large; an effect the other way counts as inactive or inconclusive. Potency is read from the fitted curve at half-maximal effect. The list is partial (hit frequency here may not be typical).

The line under a structure holds: L3MBTL1 inh	Tau fibril ThT	Lamin A splicing	JMJD2E inh	SMN2 splice up	ALDH1A1 inh	Luc counter	RECQ1 inh
- Cc1ccc(CN2CCN(Cc3cn(C)nc3-c3ccccc3)CC2CCO)o1 (stereo not given)
  -3%	-10%	·	-1%	·	-9%	8%	-3%
- C/C(O)=C\c1nc2ccccc2oc1=O
  -1%	?	?	-13%	1%	-3%	-7%	-3%
- CC(NC(=O)COc1cccc(Br)c1)C(=O)O (stereo not given)
  8%	-19%	3%	-26%	·	-10%	·	2%
- C=C(C)Cn1c(C)cc(C)c(S(=O)(=O)c2ccccc2C)c1=O
  30%	-3%	?	1%	-21%	?	-2%	-8%
- Cc1ccc(CNC(=O)CCS(=O)(=O)c2cccc3nsnc23)cc1
  ·	-6%	-6%	1%	7%	-1%	-1%	-1%
- COc1ccccc1NC(=O)C1=C(C)NC(SCC(=O)c2ccc(C)cc2)=C(C#N)C1c1ccco1 (stereo not given)
  ·	?	?	?	3%	-91%	0%	-9%
- CN1CCN(c2ccc([N+](=O)[O-])cc2/C=N/NC(=O)c2cccc([N+](=O)[O-])c2)CC1
  -7%	?	-7%	-5%	-16%	20µM*	1%	-17%
- COc1ccccc1Nc1nc(N)nc(CN2CCCCC2)n1
  ·	-7%	-2%[46 µM]	1%	-18%	-13%	-1%	3%
- O=C(O)c1cc(Cl)c(Cl)cc1C(=O)N1CCOCC1
  ·	-5%	-5%	1%	12%	5%	1%	i
- CCOC(=O)c1c(C)[nH]c(C)c1C(=O)COC(=O)/C=C/c1cccc(Cl)c1
  -6%	-8%	10%	-6%	12%	?	-1%	-11%
- O=C(NC1CC2CCCC(C1)N2C(=O)NC1CCCCC1)c1ccc(F)cc1 (stereo not given)
  1%	-9%	-7%	-1%	·	12%	·	-4%
- COc1ccc(CCNC(=O)COc2ccc(-c3ccc(C#N)cc3)cc2)cc1
  9%	?	3%	-27%	5%	5%	2%	-1%
- N#Cc1cc(C(=O)c2cc(F)ccc2O)cn(Cc2ccccc2)c1=O
  ·	-10%	5%[46 µM]	-2%	-30%[inhibitor]	-10%	-1%	-1%
- Cc1nc(C(=O)N(C)C)nn1-c1cc(Cl)ccc1Cl
  7%	-2%	-2%	?	-2%	-1%	3%	-1%
- O=c1c(S(=O)(=O)c2ccc(Cl)cc2)cn(Cc2ccccc2F)c2ccc(F)cc12
  0%	13%	-15%	0%	-4%	-10%	4%	1%
- Fc1ccccc1-c1nc2ncccc2o1
  8%	-7%	18%[46 µM]	?	·	1%	-1%	-2%
- COc1ccccc1N1CCN(CC(=O)Nc2cccc(F)c2)CC1
  2%	-3%	7%	8%	?	3%	6%	-14%
- COCCCNC(=O)C12CCC(C)(C(=O)C1)C2(C)C (stereo not given)
  5%	9%	-5%	6%	8%	2%	0%	-4%
- C=CCc1c(NCCO)nc(C)[nH]c1=O
  -3%	0%	·	-8%	·	?	-3%	i
- CC1CCCCN1c1ncnc(N)c1[N+](=O)[O-] (stereo not given)
  -20%	0%	?	0%	-12%	-13%	2%	1%
- CC(C)NC(=O)c1cc2cc(Br)ccc2oc1=O
  3%	-16%	5%	2%	-13%	?	-2%	i
- O=C(CSc1nnc(Cn2nnc(-c3ccccc3)n2)n1-c1ccccc1)Nc1ccc(F)cc1
  8%	6%	1%	1%	?	?	0%	-2%
- Nc1ccc(N2CCN(c3ccc(F)cc3)CC2)cc1
  -14%	13µM*	?	-24%	-18%	22µM*	1%	i
- CCCC(=O)Nc1sc2c(c1C(=O)OC)C(C(=O)OC)CC2 (stereo not given)
  -3%	-10%	-15%	?	-6%	?	1%	i
- O=C(O)C1CCCN1c1ncnc2ccccc12 (stereo not given)
  -6%	-5%	0%	2%	?	-17%	1%	2%
- Cc1ccc(S(=O)(=O)N(C)c2ccc(C(=O)Nc3c(C)n(C)n(-c4ccccc4)c3=O)cc2)cc1
  4%	-5%	?	6%	·	5%	0%	3%
- COc1ccc2o/c(=N/NC(=S)Nc3ccccc3)c(C(N)=O)cc2c1
  -2%	?	-8%	-10%	?	14%	6%	-2%
- Cc1ccc(C(=O)/C=C/Nc2ccccc2C(N)=O)cc1
  -3%	-12%	-1%	?	0.71µM*	?	11µM*	-5%
- Cc1ccccc1-n1c(Cn2c(=O)sc3ccccc32)nnc1SCC(N)=O
  8%	8%	-7%	7%	-5%	-5%	-1%	-5%
- Cc1nn(-c2ccc(F)cc2)c(C)c1NS(=O)(=O)c1ccc2ccccc2c1
  -6%	-19%	4%	5%	-20%	-9%	0%	-16%
- O=C(Nc1ccc(F)cc1)/C(=C1/CCCCCN1)[N+](=O)[O-]
  6%	-1%	·	-2%	·	·	·	-6%
- Cc1nc(Nc2cccc(C(F)(F)F)c2)nc2c1C(=O)CC(C)C2 (stereo not given)
  2%	1%	16%	2%	7%	14%	-3%	-1%
- CCc1nnc(NC(=O)c2c(OC)cccc2OC)s1
  10%	-4%	11%	?	12%	?	0%	i
- CC(=O)NC(Cc1c[nH]c2ccccc12)C(=O)NCc1ccc2c(c1)OCO2 (stereo not given)
  11%[11.4 µM]	5%	-4%	4%	14%	4%	4%	-3%
- Nc1ccc(C(=O)Nc2ccc(Nc3ccncc3)cc2)cc1
  -17%	?	·	-2%	·	·	·	0%
- COCCCNC(=O)Nc1ccc(Br)cc1Cl
  -5%	2%	-4%	-2%	8%	5%	-2%	i
- COc1ccc(C2=NN(Cc3ccccc3)C3C(=O)NC(=O)C23)cc1 (stereo not given)
  -20%	-11%	6%[46 µM]	-6%	-3%	-7%	-1%	i
- CCOc1cc(N2CCOCC2)c(OCC)cc1NC(=O)COc1cccc2cccnc12
  -2%	?	?	-1%	-61%[inhibitor]	-1%	0%	i
- CCOC(=O)c1cccc2c1-c1ccccc1/C2=N/O
  -4%	-23%	15%	-5%	-3%	9%	-5%	-12%
- CN1CCN(NC(=S)NC2CCCC2)CC1
  0%	1%	-17%[46 µM]	2%	1%	1%	1%	0%
- CCCC(C)c1nnc(NC(=O)c2cc(C(=O)OC)cc([N+](=O)[O-])c2)s1 (stereo not given)
  -2%	-12%	1%	-12%	-4%	7.9µM*	-6%	-2%
- CC(C)(C)OC(=O)N1CCC(c2cc(-c3cccs3)n[nH]2)CC1
  -7%	-8%	·	-9%	·	1%	1%	-7%
- N#CC1=C(N2CCCCC2)c2cc3c(n2C1=O)CCCC3
  -14%	?	?	2%	-12%	8.9µM*	12%	i
- CCOc1cc(N2CCOCC2)c(OCC)cc1NC(=O)c1ccc2ccccc2n1
  -23%	25µM*	?	-17%	-16%	-8%	0%	-3%
- CCOC(=O)c1oc2ccc(S(=O)(=O)n3nc(-c4ccccc4)cc3N)cc2c1C
  ·	-10%	?	-5%	-92%[inhibitor]	11%	1%	-5%
- O=C(COC(=O)CC1CC2CCC1C2)Nc1ccc(F)cc1 (stereo not given)
  19%	-1%	5%[46 µM]	-4%	11%	-14%	3%	-19%
- CC(C)c1nc(SCC(=O)Nc2ccc([N+](=O)[O-])cc2Br)n[nH]1
  -1%	-10%	-15%[46 µM]	0%	-50%[inhibitor]	-12%	-1%	18%
- COc1ccc(-n2c(Cc3cccn3C)nnc2SCC(=O)Nc2ccccc2)cc1
  -17%	-15%	-3%	-4%	-11%	14µM*	7%	-10%
- O=[N+]([O-])c1ccc(OCC2CC(c3ccccc3)=NO2)cc1 (stereo not given)
  -3%	-15%	·	-9%	·	·	·	-6%
- CC(=O)c1ccc(NC(=O)C(C)Sc2nnnn2C)cc1 (stereo not given)
  -1%	-12%	9%	1%	-1%	14%	-4%	-3%
- CC(C)OCCCNC(=O)C1CCN(S(=O)(=O)N2CCCCC2)CC1
  2%	-3%	3%[0.0737 µM]	0%	-9%	?	0%	-2%
- O=C(COC(=O)c1c2c(nc3ccccc13)/C(=C\c1cccs1)CCC2)Nc1ccccc1
  37%[activator]	?	?	?	-54%[inhibitor]	2%	0%	-18%
- C=CCC1c2cccc(C(=O)O)c2C(=O)N1c1ccc(Cl)cc1 (stereo not given)
  ·	-11%	-1%	3%	17%	6%	-1%	-8%
- Cc1ccc(NC(=O)CN2CCN(c3ccccn3)CC2)c(Cl)c1
  ·	?	-16%	-7%	-3%	?	-3%	9%
- Cc1cc(Cl)ccc1Oc1ccc(C(N)=O)cc1[N+](=O)[O-]
  5%	11%	?	-1%	-33%[inhibitor]	7%	-1%	0%
- Cc1cc(=O)oc2cc(OCC(O)CN3CCN(c4ccc(F)cc4)CC3)ccc12 (stereo not given)
  -6%	?	?	14%	21%	?	4%	-1%
- CSc1cccc(NC(N)=O)c1
  7%	0%	·	7%	·	7%	·	i
- COc1ccc(OC)c(-n2c(O)cnc2Nc2nc(C)cc(C)n2)c1
  6%	-6%	3%	1%	5%	?	2%	i
- CCc1ccc(OCc2nnc(SCCN3CCOCC3)n2C)cc1
  -4%	4%	-7%	?	-14%	?	-1%	-13%
- CCC(=NCc1ccccc1)c1c(C(F)(F)F)[nH]n(-c2nc3ccccc3s2)c1=O
  ·	-5%	3%	1%	-2%	-7%	-1%	i

(further entries)
The line under a structure holds: L3MBTL1 inh	Tau fibril ThT	Lamin A splicing	JMJD2E inh	SMN2 splice up	ALDH1A1 inh	Luc counter	RECQ1 inh
- O=C(O)c1cc(N/N=C/c2ccc3c(c2)OCCO3)ccc1Cl
  ?	?	-8%	-20%	0.32µM*	?	-2%	-6%
- COc1ccc(/C=C(/NC(=O)c2cccs2)C(=O)NCc2ccco2)cc1OC
  -2%	-3%	·	-8%	·	-10%	1%	13%
- O=C(NC1CCCCC1)N1CCN(Cc2ccco2)CC1
  2%	-8%	·	0%	·	1%	·	-4%
- O=S(=O)(/N=C(\c1ccccc1F)N1CCCCC1)c1ccccc1
  0%	4%	?	2%	18%	-4%	3%	0%
- C=C(C)COc1ccc(-c2ncncc2Oc2ccc(OC)cc2)c(O)c1
  ·	-9%	11%	4%	-12%	20µM*	0%	-2%

Compound activity (PubChem BioAssay)
